High-throughput results as filed in PubChem BioAssay.
FLuc act counter: FLuc activators, initial screening, artefact control for FLuc-dependent activation tests, biochemical, ATPlite luminescence; Luciferin 4-monooxygenase (Photinus pyralis), P08659; activation factor at 10 µM; ATPlite luciferase biochemical, 10 min; 0 = ATP-free wells, 1 = DMSO control; 200,000 tested, under 10 active;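 active = luciferase activation factor, scaled between plate controls, of at least 2 with compound at 10 µM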
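assay system = Luciferase/luciferin detection reagent, cell-free biochemical luciferase assay | also added = ATP substrate | times = 10 min post-reagent at room temperature | measured by = luminescence from luciferase reaction | measure = luciferase activation, seen as luminescence increase over controls | benchmarks = low control with PBS replacing ATP, high control enzyme plus ATP without compound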
PMI act satM6P: human PMI activators, high substrate, primary screen, biochemical, fluorescence intensity, near-saturating mannose 6-phosphate; 190,000 tested, 0.34% active; activation factor at 20 µM; coupled PMI enzyme assay, resazurin fluorescence, 20 min; stronger effect = higher value; 1 = untreated enzyme, 0 = substrate-free blank; Mannose-6-phosphate isomerase (Homo sapiens), P34949;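 active = activation factor of 2 or more at 20 µM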
Target sequence (P34949 whole entry, looked up): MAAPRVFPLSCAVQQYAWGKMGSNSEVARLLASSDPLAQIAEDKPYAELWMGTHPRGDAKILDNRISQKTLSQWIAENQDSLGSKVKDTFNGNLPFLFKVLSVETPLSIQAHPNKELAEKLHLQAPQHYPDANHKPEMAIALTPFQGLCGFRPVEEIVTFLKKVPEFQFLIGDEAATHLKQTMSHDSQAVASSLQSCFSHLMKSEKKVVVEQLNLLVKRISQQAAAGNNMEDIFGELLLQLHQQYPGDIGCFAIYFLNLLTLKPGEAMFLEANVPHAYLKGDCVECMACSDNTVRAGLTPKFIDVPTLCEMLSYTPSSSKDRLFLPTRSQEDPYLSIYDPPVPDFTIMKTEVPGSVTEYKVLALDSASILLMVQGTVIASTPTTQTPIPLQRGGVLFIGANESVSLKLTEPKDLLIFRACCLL
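Material: human phosphomannose isomerase with PGI, G6PDH, diaphorase coupling enzymes. Quantity: 15 ng/mL PMI. Medium: HEPES pH 7.4 buffer with MgCl2 and Tween-20. Reagent: Near-saturating mannose-6-phosphate, 1.0 mM. Compound: 20 µM single dose. Times: enzyme reaction with compound 20 min at room temperature. Detection: resorufin fluorescence at Ex 544/Em 590 nm.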
TNAP inh hi DEA: human TNAP enzyme inhibitors, primary screen, biochemical, luminescent, high phosphate acceptor level, uHTS; Alkaline phosphatase, tissue-nonspecific isozyme (Homo sapiens), P05186; inhibition, % at 20 µM; purified TNAP, CDP-star luminescence, 1 M DEA; 200,000 tested, 0.03% active;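 active = over 50% inhibition of tissue-nonspecific alkaline phosphatase at 20 µM in the single-dose screen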;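 also: plate controls were DMSO wells for no effect and EDTA-quenched wells as full inhibition for full effect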
Target sequence (P05186 whole entry, looked up): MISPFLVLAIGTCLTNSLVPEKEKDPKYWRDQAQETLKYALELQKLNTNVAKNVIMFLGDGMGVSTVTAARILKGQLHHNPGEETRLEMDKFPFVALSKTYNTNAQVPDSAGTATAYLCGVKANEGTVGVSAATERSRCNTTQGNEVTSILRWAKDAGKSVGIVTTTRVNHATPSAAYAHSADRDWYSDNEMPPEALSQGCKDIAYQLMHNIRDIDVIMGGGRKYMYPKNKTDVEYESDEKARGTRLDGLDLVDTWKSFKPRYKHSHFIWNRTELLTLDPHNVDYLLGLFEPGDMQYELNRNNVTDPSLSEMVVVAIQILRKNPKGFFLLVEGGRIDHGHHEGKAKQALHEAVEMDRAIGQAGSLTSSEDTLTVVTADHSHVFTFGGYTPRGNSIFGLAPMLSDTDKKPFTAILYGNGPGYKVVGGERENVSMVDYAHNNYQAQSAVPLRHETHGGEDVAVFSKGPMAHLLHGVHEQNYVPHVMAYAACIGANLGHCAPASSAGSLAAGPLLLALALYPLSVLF
Diaph act CS: compounds boosting diaphorase resazurin reduction – biochemical, uHTS, resorufin fluorescence, counter-screen for diaphorase-coupled primary assays, primary screen; 190,000 tested, 0.005% active; activation factor at 20 µM; Diaphorase/resazurin coupled assay, 16 min; stronger effect = higher value; 1 = vehicle wells, 0 = NADH-free wells;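 active = diaphorase activity raised at least twofold by the compound at 20 µM; inactive = activation factor below 2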
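Assay system: Purified diaphorase enzyme from Clostridium kluyveri | Amount: Enzyme 0.07 U/mL final | Dosing: Compound 20 µM once, DMSO 1% | Timing: 16 min reaction at room temperature | Detection: Fluorescence, excitation 544 nm and emission 590 nm | Evaluation: Higher resorufin formation from activation or reduction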
PMI activator: activators of human PMI, primary screen, biochemical, fluorescence intensity, near-Km mannose 6-phosphate | Mannose-6-phosphate isomerase (Homo sapiens), P34949 | purified human PMI, coupled resazurin fluorescence, 20 min; stronger effect = higher value; 1 = vehicle control, 0 substrate-free wells | activation factor at 20 µM | 190,000 tested, 0.005% active | AID 1214, 2008;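 active = activation factor of 2 or more at 20 µM, relative to plate controls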
TNAP inh noacc: human TNAP enzyme inhibitors, primary screen, biochemical, luminescent, no phosphate acceptor, uHTS; Alkaline phosphatase, tissue-nonspecific isozyme (Homo sapiens), P05186; inhibition, % at 20 µM; purified TNAP, CDP-star luminescence, 30 min; 200,000 tested, 0.26% active;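 active = tissue-nonspecific alkaline phosphatase inhibition above about 50% at 20 µM in the single-dose screen, limit read from the data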;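 also: 0% = DMSO negative control and 100% = EDTA positive control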
HMGR II inh: inhibitors of E. faecalis class II HMGR, primary screen, biochemical, Enterococcus faecalis; HMG-CoA reductase (Enterococcus faecalis, mvaE); purified E. faecalis HMGR, NADPH absorbance 340 nm kinetic; inhibition, % at 10 µM; 190,000 tested, 0.41% active; AID 1066, 2008;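 active = inhibition above a set limit, the median over all tested compounds plus 3 SD, cut at about 9.5% in these data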;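 also: enzyme runs in reverse so mevalonate oxidation gives rising NADPH absorbance; 0% = complete reaction with DMSO and 100% = background rate lacking mevalonate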
G6PDH CS: L. mesenteroides G6PDH inhibitors, counter-screen for G6PDH-coupled screening assays, biochemical, Leuconostoc mesenteroides enzyme | glucose-6-phosphate dehydrogenase [Leuconostoc mesenteroides] | Purified L. mesenteroides G6PDH, diaphorase/resazurin coupled fluorescence, 45 min | inhibition, % at 5 µM | 200,000 tested, 0.12% active; in the data active = inhibition above about 50%
Diaph inh CS: diaphorase inhibitors and chemical oxidizers, primary screen, counter-screen for diaphorase-coupled primary assays, biochemical, uHTS, resorufin fluorescence. diaphorase resazurin-to-resorufin fluorescence, NADH, 16 min; bacterial (C. kluyveri) enzyme, not human. inhibition, % at 20 µM. 190,000 tested, 0.69% active. AID 1217, 2008;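 active = primary screen inhibition at 20 µM above a set limit, cut at about 50% in these data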;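 also: plate controls were DMSO with full reaction for no effect and wells lacking NADH for full effect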
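Assay system: diaphorase enzyme from Clostridium kluyveri. Quantity: enzyme working solution with 0.14 U/mL diaphorase. Schedule: reaction incubation of 16 min at room temperature. Technique: resorufin fluorescence, excitation 544 nm, emission 590 nm. Controls: No-NADH positive control and DMSO neutral control.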
TNAP act hi DEA: TNAP activators at high phosphate acceptor level, primary screen, biochemical, luminescence, uHTS; Alkaline phosphatase, tissue-nonspecific isozyme (Homo sapiens), P05186; purified TNAP, CDP-star luminescence, 1 M DEA, 30 min; stronger effect = higher value; 0 = EDTA background, 1 = DMSO-only activity; activation factor at 20 µM; 200,000 tested, under 10 active; AID 1136, 2008;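 active = activation factor at least 2 at 20 µM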
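Measured by: Luminescent substrate turnover signal | Test system: Human TNAP | Input: TNAP 1/800 final | Dosing: 20 µM single point | Schedule: 30 min, room temperature | Controls: EDTA wells as negative control, DMSO wells as positive control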
* = called active by the depositor.

cpd	Compound	TNAP inh noacc	TNAP inh hi DEA	PMI activator	HMGR II inh	PMI act satM6P	TNAP act hi DEA	FLuc act counter	G6PDH CS	Diaph inh CS	Diaph act CS
1	CCN(CC)S(=O)(=O)c1cccc(C(=O)OCC(=O)Nc2ccccc2OC(F)F)c1	-2	0	0.9	-2	0.9	1	1	1	12	0.9
2	Cc1cccc(CS(=O)(=O)Cc2ccc(C(=O)NCc3ccco3)o2)c1	-6	-3	1.1	-7	1.1	1	1	14	3	1
3	N#Cc1c(-c2ccc(Br)cc2)nc2n(c1=O)CCCS2	-1	-4	0.9	0	0.9	1	1.1	4	10	0.9
4	Cc1cnc(NC(=O)COc2cccc3c2OC(C)(C)C3)s1	-12	-6	1	-7	1.1	1.1	1.1	2	5	0.9
5	CCc1ccc(NS(=O)(=O)c2cc(OC)ccc2OC)cc1	-6	-3	1	-5	0.9	1	1	3	10	0.9
6	CCCNC(=O)COC(=O)c1cc2c(=O)n3ccccc3nc2s1	-7	2	1.1	0	1	1	1	-1	8	0.9
7	Nc1nc(CSC(=S)N2CCCCC2)nc(Nc2ccccc2)n1	-6	-6	0.9	-3	0.8	1.1	1	7	21	0.8
8	CC1CCCCC1NC(=O)COC(=O)COc1ccc(Cl)cc1 (stereo not drawn)	-25	-7	1	-6	1	1.1	1.1	1	14	0.9
9	COc1ccccc1C1C(C(C)=O)=C(O)C(=O)N1CCc1ccccc1 (stereo not drawn)	-10	-6	1	0	1	1.1	1	-15	23	0.8
10	c1ccc(COc2ccc(Nc3ncnc4nc[nH]c34)cc2)cc1	-137	-7	1	2	1	1.1	0.7	6	18	0.8
11	Cc1c(NC(=O)c2ccccc2N)cccc1C(=O)O	4	-1	1.1	-2	1	1	1	18	5	0.9
12	COc1ccc(C(=O)CNc2ccc3ccccc3c2)cc1	-5	2	0.2	-1	0.2	1	1	24	63*	0.4
13	COc1cc(C(=O)NCC(C)C)cc(OC)c1OC	2	-5	1.1	-2	1.1	1	1.1	4	-6	1.1
14	O=C(c1c[nH]c(C(=O)N2CCN(Cc3ccccc3)CC2)c1)C1CCCCC1	-7	-4	0.8	-4	0.8	1	1	6	9	0.9
15	O=C(CCc1nc2ccccc2[nH]c1=O)N/N=C/c1ccccc1	2	-2	0.8	-5	1	1	1	15	9	0.9
16	COc1ccc(C(=S)N2CCCC2)cc1	-7	-1	1	-8	1	1	1	14	1	1
17	CCc1cccc2c(C(=O)CSc3nncn3C)c[nH]c12	-8	-1	1.1	-6	1	1	1	1	0	1
18	CCn1c(SCC(=O)Nc2ccc(NC(=O)c3ccco3)c(OC)c2)nc2ccccc2c1=O	-3	-2	0.9	-4	0.9	1	1	10	10	0.9
19	CCC(C)(C)n1nnnc1CN(Cc1cccs1)Cc1cc2cc(OC)ccc2[nH]c1=O	14	-5	0.9	-5	0.8	1	1.1	4	36	0.6
20	O=C(CCSc1nc(-c2ccco2)cc(C(F)(F)F)n1)N1CCCc2ccccc21	-4	-1	0.9	-1	1	1	1	1	19	0.8

One compound at a time, from the list above. Screens in order: TNAP inh noacc, TNAP inh hi DEA, PMI activator, HMGR II inh, PMI act satM6P, TNAP act hi DEA, FLuc act counter, G6PDH CS, Diaph inh CS, Diaph act CS
`Cc1c(NC(=O)c2ccccc2N)cccc1C(=O)O` is entered as 4, -1, 1.1, -2, 1, 1, 1, 18, 5, 0.9
`CCC(C)(C)n1nnnc1CN(Cc1cccs1)Cc1cc2cc(OC)ccc2[nH]c1=O` is entered as 14, -5, 0.9, -5, 0.8, 1, 1.1, 4, 36, 0.6
`CCc1cccc2c(C(=O)CSc3nncn3C)c[nH]c12` is entered as -8, -1, 1.1, -6, 1, 1, 1, 1, 0, 1
`COc1ccc(C(=O)CNc2ccc3ccccc3c2)cc1` is entered as -5, 2, 0.2, -1, 0.2, 1, 1, 24, 63*, 0.4
`O=C(c1c[nH]c(C(=O)N2CCN(Cc3ccccc3)CC2)c1)C1CCCCC1` is entered as -7, -4, 0.8, -4, 0.8, 1, 1, 6, 9, 0.9

Continuation:
cpd	Compound	TNAP inh noacc	TNAP inh hi DEA	PMI activator	HMGR II inh	PMI act satM6P	TNAP act hi DEA	FLuc act counter	G6PDH CS	Diaph inh CS	Diaph act CS
21	Cc1sc(NC(=O)c2ccccc2)c(C(=O)NC(C)C)c1C	-15	0	1	-1	1	1	1	1	8	0.9
22	COc1ccc(C(=O)N(Cc2ccco2)C(C(=O)NC2CCCC2)c2ccc(O)cc2)cc1OC (stereo not drawn)	-12	-4	0.9	0	0.9	1	1.1	29	23	0.8
23	COc1ccc(CC(=O)N2CCCC(CNC(=O)c3ccccc3Cl)C2)cc1 (stereo not drawn)	-7	-4	1	-3	1	1	1	3	-5	1.1
24	COc1cc(C)c(S(=O)(=O)N2CCCC2)cc1C(C)C	-12	-2	1	-4	1	1	1	6	-6	1.1
25	NNC(=O)CC12CC3CC(C1)CC(n1ncnn1)(C3)C2	-9	-3	1	-5	1.1	1	1	0	8	0.9
26	Cc1ccc(NC(=O)CCn2cnc3ccccc3c2=O)cc1	0	-1	1	-9	1	1	1	11	8	0.9
27	CCOC(=O)c1c(NC(=O)c2ccoc2C)sc(C(=O)N(C)C)c1C	-9	-1	1.1	-8	1.1	1	1	1	0	1
28	COc1ccc(-c2cc(C(=O)N3CC4(C)CC3CC(C)(C)C4)no2)cc1 (stereo not drawn)	-8	-6	0.9	-12	1	1.1	1	-2	12	0.9
29	O=C(C1CCC(CNS(=O)(=O)c2cccs2)CC1)N1CCCCC1 (stereo not drawn)	-13	-5	1	-2	1	1.1	1	-1	6	0.9
30	COC(=O)CSc1nnc(-c2ccco2)n1Cc1ccco1	-9	-4	1.2	-5	1.1	1	1	5	-2	1
31	CN(C(=O)CSc1nc2ccccc2n1CCc1ccccc1)C1CCS(=O)(=O)C1 (stereo not drawn)	-3	-4	1	-3	1.2	1	1.1	-3	9	0.9
32	CCCS(=O)(=O)N1CCCC(C(=O)NCCCN(C)c2ccccc2)C1 (stereo not drawn)	-10	-2	0.9	5	0.9	1	1.1	-6	8	0.9
33	COc1ccc(CC(=O)Nc2cccc(S(=O)(=O)N3CCCCCC3)c2)cc1OC	-12	-1	0.8	-3	0.9	1	1.1	19	17	0.8
34	COc1ccc(NC(=O)C2=NN(C3CCS(=O)(=O)C3)C(=O)CC2)cn1 (stereo not drawn)	-8	2	1	-1	0.5	1	1.1	20	19	0.8
35	COC(=O)c1ccccc1NC(=O)Cn1c(SC)c(F)cnc1=O	-9	-7	0.9	-3	1	1.1	1	14	16	0.8
36	CCc1nc(SC)[nH]c(=O)c1C	6	1	1.1	0	1	1	1.1	3	0	1
37	COCCCn1nnnc1SCC(=O)Nc1nc(C)c(C)s1	-7	0	0.9	-2	0.9	1	1.1	-1	22	0.8
38	Clc1cccc(-c2nc(NCCCN3CCOCC3)c3ccccc3n2)c1	-8	-3	0.9	0	1	1	1	1	-18	1.2
39	COc1ccc(S(=O)(=O)N(CC(=O)NCC2CCCO2)c2ccccc2)cc1OC (stereo not drawn)	-10	-7	1	-7	0.9	1.1	1.1	8	21	0.8
40	Clc1ccc(OCCOCCN2CCCCC2)c(Br)c1	-5	3	0.8	-1	0.9	1	1	-4	14	0.9
41	COc1ccc(C(CNC(=O)c2ccc(S(=O)(=O)N(C)C)cc2)N2CCCCC2)cc1 (stereo not drawn)	-4	-2	0.9	0	0.9	1	1.1	-1	14	0.9
42	O=C1NC2(CCCCCC2)C(=O)N1CCS(=O)(=O)Oc1ccccc1	-8	-2	1.1	3	1.1	1	1.1	6	4	1
43	COc1cccc2c1OC1(C)CC2NC(=O)N1 (stereo not drawn)	-19	-7	1	2	1	1.1	1	-2	12	0.9
